Assay outcomes (PubChem)
USP2a block – qHTS Assay for Inhibitors of Ubiquitin-specific Protease USP2a Using CHOP2 as the Reporter. Ubiquitin carboxyl-terminal hydrolase 2 (Homo sapiens), O75604. USP2 core, Ub-CHOP2 coupled fluorogenic reporter, 485/531. Potency, µM (series often up to 38.3 µM), without a hit: at the top dose activity change, negative = inhibition, usual class: inhibitors. 0.01% of 330,000 active;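 also: potency is read from the fitted curve at half-maximal effect; plate controls were DMSO wells for no effect and full inhibition by NEM control for full effect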
Target sequence (O75604 whole entry, looked up): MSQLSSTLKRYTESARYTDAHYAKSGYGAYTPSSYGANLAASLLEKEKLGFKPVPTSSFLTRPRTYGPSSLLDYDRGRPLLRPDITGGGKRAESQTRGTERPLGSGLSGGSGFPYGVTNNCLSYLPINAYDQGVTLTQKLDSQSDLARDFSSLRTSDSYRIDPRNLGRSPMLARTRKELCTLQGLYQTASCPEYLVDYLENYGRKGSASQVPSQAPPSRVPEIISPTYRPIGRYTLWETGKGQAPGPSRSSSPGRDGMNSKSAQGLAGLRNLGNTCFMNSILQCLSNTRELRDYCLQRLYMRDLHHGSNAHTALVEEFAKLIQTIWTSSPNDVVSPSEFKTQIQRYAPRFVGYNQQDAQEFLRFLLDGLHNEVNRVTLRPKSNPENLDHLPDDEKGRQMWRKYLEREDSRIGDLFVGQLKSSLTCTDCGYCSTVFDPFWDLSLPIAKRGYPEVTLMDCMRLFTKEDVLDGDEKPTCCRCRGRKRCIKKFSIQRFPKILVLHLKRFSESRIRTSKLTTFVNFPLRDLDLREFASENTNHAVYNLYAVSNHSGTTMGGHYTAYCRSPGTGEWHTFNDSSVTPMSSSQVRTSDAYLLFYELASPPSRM
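Deubiquitinase activity read as fluorescence (485/531 nm) after Ub-CHOP2 cleavage activates the enterokinase reporter on its substrate; USP2 core 10nM, Ub-CHOP2 and substrate 25nM each, 30min compound preincubation then 60min RT; data normalized to NEM, curves fitted.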
B2AR arrestin – qHTS assay of beta-arrestin-biased ligands of beta2-adrenergic receptor; Beta-2 adrenergic receptor (Homo sapiens), P07550; Potency, µM (doses to about 46.1 µM), without a hit: at the highest dose activation, hits mostly activators; 0.02% of 330,000 active; beta-arrestin recruitment to beta2AR, cell-based reporter;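 also: potency is read from the fitted curve at half-maximal effect; 0% = DMSO controls and full agonism = EC100 isoproterenol or metaproterenol; nearly all actives have a fitted effect of over 65% in size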
KCNH2 3.1 block – qHTS for Inhibitors of KCHN2 3.1: Mutant qHTS. activity change, % (tested at about 1.8 µM). U2OS KCNH2 3.1, thallium flux FluxOr; active compounds read low. Potassium voltage-gated channel subfamily H member 2, brain isoform KCNH2 3.1 (human). 0.95% of 340,000 active;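 active = maximum activity change below -70%; inconclusive = maximum activity change from -70% to -50%; inactive = maximum activity change above -50%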;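 also: thallium influx rate constant from kinetic fluorescence after stimulation buffer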
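U2OS cells transduced with KCNH2 3.1 mutant virus (1.77 x 10^8 /mL, 4 h), plated overnight at 37 C, loaded 45 min with FluxOr dye plus Red40 quencher. Thallium flux rate constant from kinetic reads after stimulation buffer, normalised to controls.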
KCNH2 WT inh – qHTS for Inhibitors of KCHN2 3.1: Wildtype qHTS | Voltage-gated inwardly rectifying potassium channel KCNH2 (Homo sapiens), Q12809 | U2OS, BacMam KCNH2, thallium flux FluxOr; active compounds read low | activity change, % at 1.84 µM | 0.37% of 340,000 active | AID 720551, 2013;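 active = maximum activity change below -70%; inconclusive = maximum activity change between -70% and -50%; inactive = maximum activity change above -50%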
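U2OS cells transduced with wild-type KCNH2 virus are loaded with FluxOr dye for 45 min, and thallium flux is measured in kinetic reads before and after stimulation buffer. Rate constants are normalized to DMSO controls.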
PKM2 act – qHTS Assay for Activators of Human Muscle isoform 2 Pyruvate Kinase; Pyruvate kinase PKM (Homo sapiens), P14618; purified PKM2, Kinase-Glo ATP luminescence, activation; response scale: 0% is enzyme alone, no compound; Potency, µM (series often up to 57.5 µM), without a hit: at the highest dose activation, most hits filed as activators; 0.34% of 260,000 active; also: potency is read from the fitted curve at half-maximal effect; nearly all actives have a fitted effect of over 55% in size
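Purified hPK-M2 (>95%) run at intermediate activity with 0.1 mM ADP and 0.5 mM PEP in 50 mM imidazole pH 7.2, KCl, MgCl2; 1 h room temperature. ATP formed read by Kinase-Glo luminescence; normalized to uninhibited and no-enzyme controls.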
uPA surface inh – qHTS for Inhibitors of Cell Surface uPA Generation; cell surface uPA generation assay, qHTS; Potency, µM (doses to about 38.3 µM), for the others: at the top dose activity change, negative = inhibition, most hits filed as inhibitors; 0.31% of 330,000 active; AID 540303, 2011; active = well fitted inhibition curve with a large enough effect; inconclusive = small, poorly fitted or top-dose-only effect; inactive = no such curve, though single readings can be large or run the other way; tested in mouse RAW 264.7 cells; also: potency is read from the fitted curve at half-maximal effect; nearly all actives have a fitted effect of over 55% in size
Eya2 inh – qHTS Assay for Inhibitors of the Phosphatase Activity of Eya2. Protein phosphatase EYA2 (Homo sapiens), O00167. AID 488837, 2010. recombinant Eya2, OMFP fluorescence dephosphorylation (OMFP is methylfluorescein phosphate). Potency, µM (top dose mostly 76.9 µM), for inactives: top-dose activity, negative = inhibition, actives largely listed as inhibitors. 0.006% of 330,000 active; also: potency is read from the fitted curve at half-maximal effect
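Eya2 protein (added as 0.2 uM solution) was preincubated with compound for 10 min at ambient temperature in 50 mM HEPES pH 7.5, 50 mM NaCl, 5 uM MgCl2, 0.05% BSA, 1 mM DTT. OMFP (added at 50 uM) then reacted 10 min; fluorescence read at 485/525 nm.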
GALK inh – qHTS Assay for Inhibitors of Human Galactokinase (GALK) | P51570 | Purified GALK, Kinase-Glo residual ATP luminescence | Potency, µM (titrated, usually from 57.5 µM), for inactives: at the highest dose activity change, negative = inhibition, actives largely listed as inhibitors | 0.007% of 270,000 active; also: potency is read from the fitted curve at half-maximal effect
Target sequence (P51570 whole entry, looked up): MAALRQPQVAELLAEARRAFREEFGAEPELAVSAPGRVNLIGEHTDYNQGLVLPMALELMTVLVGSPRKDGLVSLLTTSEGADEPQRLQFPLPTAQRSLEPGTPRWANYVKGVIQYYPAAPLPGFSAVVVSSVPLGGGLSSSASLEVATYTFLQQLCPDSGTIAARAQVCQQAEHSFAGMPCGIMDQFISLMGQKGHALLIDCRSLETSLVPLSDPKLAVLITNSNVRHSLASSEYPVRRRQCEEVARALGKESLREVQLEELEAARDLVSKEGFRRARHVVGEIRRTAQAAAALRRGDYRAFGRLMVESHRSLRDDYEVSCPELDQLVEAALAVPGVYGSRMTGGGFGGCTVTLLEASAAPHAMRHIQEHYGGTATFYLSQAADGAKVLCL
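The enzyme phosphorylates galactose (100 uM) using ATP (35 uM); inhibition is detected as higher residual ATP, quantified by bioluminescence after 1 h reaction at room temperature, pH 8.0.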
Coupling enz – qHTS Assay for Inhibitors of Fructose-1,6-bisphosphate Aldolase from Giardia Lamblia: Coupling assay counterscreen; coupling enzyme system counterscreen, AmpLite Red fluorescence; activity change, negative = inhibition, % at 58.2 µM, hits read low; 0.67% of 290,000 active; AID 2472, 2010; in the data active = activity change below about -30%
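Coupling enzymes only (glyceraldehyde-3-phosphate) + compound, at 57.5 uM final, 10 min RT; add substrate/coupling/AmpLite Red mix, 20 min RT; fluorescence ex 525/em 598 nm. Actives flag coupling-system interference.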
Giardia kill – Small Molecules that selectively kill Giardia lamblia: qHTS; 0.15% of 340,000 active; Giardia lamblia trophozoite viability; activity change, % at 7.66 µM, hits read low; in the data active = activity change below about -80%; inconclusive = between about -30% and that limit;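 also: parasites exposed to compound for two days anaerobically before the ATP read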
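Anaerobic 48 hrs incubation at 37 deg C of 100 trophozoites/well with test compounds; ATPLite 1-Step luminescence, 15-30 min RT, reports cellular ATP as viability.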
BCR signal inh – qHTS Assay to Find Inhibitors of Chronic Active B-Cell Receptor Signaling; ABC-DLBCL IkBa-CBG/CBR reporter, luminescence ratio, 4 h; Potency, µM (doses to about 46.1 µM), for the others: top-dose ratio change, negative = lower green/red ratio, hits mostly inhibitors; 0.05% of 340,000 active; AID 493014, 2011; active = well fitted inhibition curve with a large enough effect in the signal ratio, with a control signal flat, not every such curve was filed as active; inconclusive = small, poorly fitted or top-dose-only effect, or effect the other way, or a change in a side signal; the % refers to the signal ratio;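 also: potency is read from the fitted curve at half-maximal effect; plate controls were basal doxycycline-induced cells for no effect and cells given 10 µM MG132 for full effect; MG132 reads +100%, hits lower the ratio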
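Cell line TMD8 (human ABC DLBCL), stably expressing tet-inducible CBG68-IkBa fusion and CBR; IMDM/0.5% FBS; cpd up to 46 uM; dox induction, 4 h, 37C/5% CO2; dual luminescence; green/red ratio; MG132 control.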
* marks the source's active call; other numbers are inactive results; ? = inconclusive; . = not tested or not shown; [ ] = dose if it differs, or a comment. Unless noted, calls follow the shape of the dose curve; as a rule, active = well fitted curve in the direction sought with a large enough effect; inconclusive = small, poorly fitted or top-dose-only effect, or another doubt; inactive = no such curve, though single readings can be large; an effect the other way counts as inactive or inconclusive. Unless noted, % is scaled to controls: 0 for no effect and ±100 for the full control effect.

SMILES	USP2a block	B2AR arrestin	KCNH2 3.1 block	KCNH2 WT inh	PKM2 act	uPA surface inh	Eya2 inh	GALK inh	Coupling enz	Giardia kill	BCR signal inh
O=C(Nc1nc2ccc([N+](=O)[O-])cc2s1)c1c(F)cccc1F	1%	0.2%	-2	2	2%	-1%	6%	1%	3	-11	?
CSc1nc(C)cc(Oc2ccc(OCC(N)=O)nn2)n1	2%	0.2%	-13	-4	2%	-5%	-5%	8%	2	-3	-12%
COc1c(C)cc(C(=O)C2CCCN(C(=O)c3ccoc3)C2)cc1C (configuration not stated)	1%	-0.4%	0	-13	5%	1%	3%	-1%	5	63[activator]	-12%
O=C(OCN1C(=O)C(=O)c2ccccc21)c1ccc(Cl)cc1	2%	-0.2%	-3	-11	2%	0%	1%	2%	-10	11	8%
CCc1ccc(OCC(=O)NC(C)C)cc1	2%	-0.2%	-7	1	-3%	1%	0%	1%	5	-10	1%
Cc1ccc(NC(=O)CSc2nnc(CN3CCOCC3)n2-c2ccccc2)cc1	1%	-1.2%	-8	2	-18%	3%	4%	-1%	6	1	?
COc1ccccc1N1CCN(C(=O)c2ccccc2SCC(=O)NCc2ccco2)CC1	2%	-0.4%	-4	-4	.	-9%	3%	.	.	1	6%
Cc1ccc2c(n1)sc1c(N)ncnc12	3%	0.0%	3	-6	-3%	0%	4%	2%	2	4	?
O=C(C1CCCN(S(=O)(=O)c2cccc3cccnc23)C1)N1CCc2ccccc21 (configuration not stated)	-2%	-0.6%	0	-3	13%	-2%	10%	3%	-3	2	7%
Cc1cc(C)n(CC(C)NCc2cn[nH]c2-c2cccc3ccccc23)n1 (configuration not stated)	-4%	-0.5%	2	-2	12%	11%	3%	10%	0	-2	-13%
Cc1ccc(C2CC2C(=O)NNC(=S)Nc2cccc(Cl)c2)cc1 (configuration not stated)	1%	0.0%	-4	-2	-1%	-2%	1%	-3%	2	-9	1%
O=C(CN1C(=O)COc2ccccc21)N1CCOCC1	-5%	-0.1%	1	-3	.	3%	0%	7%	.	2	1%
Cc1cc(C)c2c(N=NN(C)C)[nH]nc2n1	3%	-0.3%	4	16	11%	-2%	4%	1%	-3	1	-3%
COc1cc(OC)cc(-c2nc(-c3cc4cc(C)ccc4nc3OC)no2)c1	3%	0.0%	6	7	0%	1%	8%[15.4 µM]	0%	-1	-7	-4%
CCO[C@H]1OC(C(=O)N2CCN(Cc3ccc4c(c3)OCO4)CC2)=C[C@@H](C2CCCCC2)[C@@H]1CCCO	-1%	-0.1%	.	.	-1%	-10%	-6%	-2%	0	15	6%
Cc1cc(C)n2nc(SCC(=O)Nc3ccc(S(=O)(=O)N(C)C)cc3)nc2n1	2%	-0.1%	-1	0	.	-6%	18%	.	.	-29	0%
COC(=O)c1cc(C(=O)NCCCN2CCOCC2)cc([N+](=O)[O-])c1	2%	-0.1%	0	-24	7%	4%	3%	-6%	0	-27	3%
CCOc1cc2[nH]c(=O)n(Cc3ccc(C(=O)NCCOC)cc3)c(=O)c2cc1OCC	1%	0.3%	-9	1	-2%	6%	-6%	0%	-2	-8	-1%
COc1ccc(NC(=O)CC23CC4CC(CC(C4)C2)C3)cn1	3%	0.0%	6	-2	3%	-3%	-10%	-3%	-1	13	1%
COc1cc(NC(=O)COC(=O)CCc2cc(OC)c(OC)c(OC)c2)cc(OC)c1	0%	-0.4%	-15	5	-4%	4%	-3%	3%	1	3	?
CSc1nc2sccc2c(=O)[nH]1	0%	-0.2%	1	0	8%	2%	14%	5%	3	-6	-14%
Cc1ccc(C)c(NC(=O)CSc2cccc3cccnc23)c1	1%	-0.2%	-2	-10	2%[11.5 µM]	5%	-11%	6%	0	-5	-6%
CC(=O)Oc1ccc(C(C)=O)c2c1OCCO2	-1%	-0.2%	-16	-26	1%	5%	3%	0%	-2	-15	-2%
COc1ccc(SCc2noc(C(=O)NC(C)C)c2C(=O)O)cc1	1%	-0.4%	3	-2	-3%	8%	21%	-1%	-1	-12	4%
Cc1ccc2nc(-c3ccc(SCC(=O)N4CCc5ccccc54)nc3)[nH]c2c1	0%	0.7%	-1	2	-8%	-8%	2%	.	-17	-26	?
S=C(NCc1ccccc1)N1CCn2cccc2C1c1ccncc1 (configuration not stated)	-1%	-0.2%	-4	-1	-1%	-4%	13%	9%	-1	-5	0%
CCn1c(=O)cc(OCC(=O)Nc2ccc(C)cn2)c2ccccc21	-2%	-0.2%	17	9	-6%	.	11%	0%	-3	-11	-1%
CCC(=O)N(CCc1ccccc1)Cc1cc2cc(OC)ccc2[nH]c1=O	0%	-0.3%	8	6	2%	-1%	14%	1%	-2	-22	4%
C=CCC[C@@H](Cc1ccc(F)cc1)C(=O)OC[C@@H](Cc1c[nH]c2ccccc12)NC(=O)[C@@H](CC=C)CC(=O)NCCO	-2%	5.0%	.	15	.	-18%	-15%	.	.	-13	?
O=C(CSc1nc2ccccc2[nH]1)NC1CCCC1	-1%	-0.8%	-5	-7	2%	1%	14%	8%	0	-20	-2%
CCN1CCN(c2nc3ccccc3nc2C(C#N)S(=O)(=O)c2ccc(C)cc2)CC1 (configuration not stated)	0%	0.2%	-5	0	3%	-2%	-5%	2%	3	19	16%
CC(=O)Oc1cccc(N2C(=O)C3C4C=CC(C4=C(C)C)C3C2=O)c1 (configuration not stated)	2%	-0.2%	-9	-2	-2%	0%	-2%	0%	1	-11	2%
CCN(CC)S(=O)(=O)c1ccc(Oc2cccc(C(C)=O)c2)nc1	2%	0.5%	-11	12	0%	-1%	-3%	-2%	0	-1	-4%
CCn1c2ccccc2c2nnc(SCC(=O)NCCOC)nc21	-1%	-0.9%	1	-3	-1%	8%	-6%	5%	3	-5	-6%
O=S(=O)(Nc1ccccn1)c1cccc(S(=O)(=O)c2ccc(Cl)cc2)c1	0%	0.3%	-10	1	4%	-5%	4%	2%	6	-2	0%
CCOc1cccc(-c2c(C(=O)N/N=C/c3ccncc3)nnn2-c2nonc2N)c1	1%	-0.5%	12	-5	.	6%	4%	1%	.	5	?
CC1CCC(NC(=O)c2ccc(NS(=O)(=O)c3ccc4[nH]c(=O)[nH]c4c3)cc2)CC1 (configuration not stated)	3%	0.0%	-6	-1	.	0%	-5%	.	.	0	0%
COc1ccccc1C(=O)NC(CCSC)C(=O)NCC(c1ccco1)N(C)C (configuration not stated)	-1%	0.0%	-26	5	1%	1%	-3%	2%	2	18	2%
CCN(C(=N)N=C(N)N)c1ccccc1	1%	-0.9%	1	26	3%	-9%	5%	-2%	2	-15	8%
NS(=O)(=O)c1ccc(CCNCc2ccccc2OCc2ccc(Cl)cc2)cc1	-1%	0.1%	-71*	0	3%	-10%	-3%	3%	1	10	?
C=CCNC(=O)c1ccc(-c2nc(-c3ccc(Cl)cc3Cl)cs2)cc1	0%	0.3%	6	2	-1%	1%	20%	0%	-1	-1	0%
N#C/C(=C(/O)CSc1ncn[nH]1)c1nc2ccccc2[nH]1	3%	0.0%	9	13	-1%	15%	0%	3%	4	1	?
CCCS(=O)(=O)c1nc(S(=O)(=O)c2ccc(C)cc2)c(N2CCN(C)CC2)s1	4%	-1.5%	6	1	.	-13%	3%	-1%	0	-3	-7%
Cc1ccc(S(=O)(=O)NCC(=O)OCN2C(=O)c3ccccc3C2=O)cc1	-2%	-1.2%	-2	-1	-4%	-5%	26%	1%	5	-6	-11%
Cc1cc(Cl)ccc1OCC(=O)NNC(=O)CCOc1ccccc1	2%	-0.2%	4	3	.	8%	-8%	.	.	-6	-3%
COc1ccccc1/C=N/NC(=O)c1ccc(CN2C(=O)c3cccc4cccc2c34)cc1	-1%	-0.2%	-27	31	2%	2%	0%	-1%	-9	13	2%
COc1ccc(/C=C(\NC(=O)c2cccs2)C(=O)NCc2ccco2)cc1OC	1%	-0.4%	-2	2	-3%	-2%	2%	3%	1	5	-8%
Cc1ccc(C)c(NC(=O)c2ccc3ccccc3n2)c1	2%	-0.1%	-21	-11	0%	-7%	-2%	3%	-3	-9	-3%
